High-throughput results deposited in PubChem BioAssay by National Center for Advancing Translational Sciences (NCATS).
BAZ2B inh: qHTS Assay for Inhibitors of BAZ2B. Potency, µM (series often up to 114 µM), without a hit: top-dose activity change, negative = inhibition, most hits filed as inhibitors. AlphaScreen BAZ2B-H3K14Ac peptide displacement. Bromodomain adjacent to zinc finger domain protein 2B (Homo sapiens), Q9UIF8. actives 4.4% (n = 360,000); also: potency is read from the fitted curve at half-maximal effect; % is scaled to controls: 0 for no effect and ±100 for the full control effect; nearly all actives have a fitted effect of over 60% in size
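In this displacement format the biotinylated H3(5-23) peptide acetylated at Lys14 serves as ligand at 50 nM, with BAZ2B at 50 nM in PBS pH 7.4 containing 0.01% Tween-20. Donor and acceptor beads are 10 ug/mL final.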
GLS inh: qHTS for Inhibitors of Glutaminase (GLS); Glutaminase kidney isoform, mitochondrial (Homo sapiens), O94925; GLS enzymatic activity, qHTS titration; Potency, µM (doses to about 45.5 µM), inactives show top-dose activity change, negative = inhibition, most hits filed as inhibitors; actives 0.21% (n = 410,000); also: potency is read from the fitted curve at half-maximal effect; % is scaled to controls: 0 for no effect and ±100 for the full control effect
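Read-out is an Amplex red fluorescence increase coupled through glutamate oxidase and HRP, measured before and after 30 min room-temperature incubation. hKGA is in 45 mM KH2PO4 (pH 8.2) with 0.02% Tween-20; glutamine added as 1mM solution.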
PI4K2A block: qHTS for small molecular inhibitors of PI4K2A; Phosphatidylinositol 4-kinase type 2-alpha (Homo sapiens), Q9BTU6; purified PI4K2A, ADP-Glo luminescence, 1 h; stronger effect = lower value; activity change, negative = inhibition, % at 76.9 µM; actives 0.13% (n = 420,000); AID 1346378, 2018; in the data active = activity change below about -50%; inconclusive = mostly about -30% to -49%;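 also: -100% = wells without enzyme as full effect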
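ADP-Glo luminescence measured ADP generated by PI4K2A enzyme (4 ug/mL before mixing) with 1.2 mM PI substrate (pre-mix) and 300 microM ATP (pre-mix). Tris pH7.5 buffer with MgCl2, Triton X-100; 1 h reaction at ambient temperature.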
PGK inhibitor: qHTS Assay to Find Inhibitors of Phosphoglycerate Kinase; PGK/GAPDH coupled, Kinase-Glo luminescence, 60 min; Potency, µM (series often up to 57.5 µM), for the others: at the top dose activity change, negative = inhibition, hits mostly inhibitors; actives 0.043% (n = 380,000); AID 602233, 2012; also: potency is read from the fitted curve at half-maximal effect; % is scaled to controls: 0 for no effect and ±100 for the full control effect; nearly all actives have a fitted effect of over 60% in size
Target sequence (P07378 whole entry, looked up): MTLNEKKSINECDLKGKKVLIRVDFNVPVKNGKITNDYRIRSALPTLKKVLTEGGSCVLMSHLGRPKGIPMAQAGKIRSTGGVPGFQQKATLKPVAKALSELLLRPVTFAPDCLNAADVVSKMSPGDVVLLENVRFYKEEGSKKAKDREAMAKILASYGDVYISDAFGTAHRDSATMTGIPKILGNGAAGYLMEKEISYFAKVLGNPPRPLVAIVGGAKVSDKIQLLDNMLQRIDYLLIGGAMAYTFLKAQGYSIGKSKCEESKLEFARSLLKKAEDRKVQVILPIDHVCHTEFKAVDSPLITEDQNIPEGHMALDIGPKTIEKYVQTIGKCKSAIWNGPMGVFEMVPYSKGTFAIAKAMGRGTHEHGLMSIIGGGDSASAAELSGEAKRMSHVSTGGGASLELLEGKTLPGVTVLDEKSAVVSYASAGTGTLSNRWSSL
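Recombinant glycosomal PGK reaction used 1,3-bisphosphoglycerate generated in-well by GAPDH (100nM final) in 100mM TEA pH 7.6, 5mM MgCl2, 0.01% Tween-20. After 60 minutes at room temperature, ATP was read by Kinase-Glo Plus luminescence end-point.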
HP1b binding inh: HTS for Inhibitors of HP1-beta Chromodomain Interactions with Methylated Histone Tails; Chromobox protein homolog 1 (Homo sapiens), P83916; AlphaScreen HP1-beta / biotin-H3K9me3 peptide binding; Potency, µM (doses to about 114 µM), for the others: top-dose activity change, negative = inhibition, usual class: inhibitors; actives 0.56% (n = 390,000); AID 540317, 2011; also: potency is read from the fitted curve at half-maximal effect; nearly all actives have a fitted effect of over 70% in size; inactives centre near 23
Target sequence (P83916 whole entry, looked up): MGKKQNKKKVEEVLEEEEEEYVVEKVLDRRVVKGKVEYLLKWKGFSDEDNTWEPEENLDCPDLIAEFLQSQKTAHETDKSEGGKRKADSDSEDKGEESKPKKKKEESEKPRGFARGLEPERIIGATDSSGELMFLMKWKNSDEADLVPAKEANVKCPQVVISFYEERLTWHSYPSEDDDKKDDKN
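Compound inhibition of the preformed complex between 50 nM HP1-beta and 50 nM biotinylated H3K9me3 peptide was read by AlphaScreen. Buffer was PBS pH 7.4 with 0.01% Tween-20. Incubations ran 30 min at room temperature, with 10 ug/mL donor/acceptor beads.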
JMJD2A Tudor inh: qHTS Assay for Inhibitors of JMJD2A-Tudor Domain; Lysine-specific demethylase 4A (Homo sapiens), O75164; AlphaScreen JMJD2A-Tudor / H3K4me3 peptide binding; Potency, µM (series often up to 114 µM), inactives show at the highest dose activity change, negative = inhibition, hits mostly inhibitors; actives 4.4% (n = 390,000); AID 504339, 2011; also: potency is read from the fitted curve at half-maximal effect; % is scaled to controls: 0 for no effect and ±100 for the full control effect; nearly all actives have a fitted effect of over 50% in size
ERG Ets-DNA blk: qHTS for Small Molecule Inhibitors of the ERG Ets/DNA interaction. fluorescence polarization, His-ERG Ets domain / labelled DNA. Potency, µM (titrated, usually from 76.9 µM), for the others: top-dose FP activity, negative = inhibition, actives largely listed as inhibitors. actives 0.028% (n = 370,000). Transcriptional regulator ERG (Homo sapiens), P11308; active = well fitted inhibition curve with a large enough effect in the polarisation, with a control signal flat; inconclusive = small, poorly fitted or top-dose-only effect, or effect the other way, or a change in a side signal; inactive = no such curve, though single readings can be large or run the other way; the % refers to the polarisation;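 also: polarization taken with two DNA probes labelled with fluorescein and Texas red; potency is read from the fitted curve at half-maximal effect; % of control where 0% means no effect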
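His-tagged ERG Ets domain (1 uM in the protein solution; 300mM KCl, 50mM Tris-HCl, 1mM EDTA, 1mM DTT, pH 7.5) received compound, then a probe mix of 5 nM fluorescein-DNA and 100nM Texas-615-DNA. Fluorescence polarization was read for both dyes.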
G9a block: qHTS Assay for Inhibitors of Histone Lysine Methyltransferase G9a; AID 504332, 2011; actives 8.8% (n = 350,000); Potency, µM (highest dose often 102 µM), without a hit: top-dose activity, negative = inhibition, hits mostly inhibitors; Histone-lysine N-methyltransferase EHMT2 (Homo sapiens), Q96KQ7; G9a H3K9 monomethylation, AlphaScreen, 2 h; also: potency is read from the fitted curve at half-maximal effect; % is scaled to controls: 0 for no effect and ±100 for the full control effect; nearly all actives have a fitted effect of over 75% in size
Target sequence (Q96KQ7 913-1193 limits assumed): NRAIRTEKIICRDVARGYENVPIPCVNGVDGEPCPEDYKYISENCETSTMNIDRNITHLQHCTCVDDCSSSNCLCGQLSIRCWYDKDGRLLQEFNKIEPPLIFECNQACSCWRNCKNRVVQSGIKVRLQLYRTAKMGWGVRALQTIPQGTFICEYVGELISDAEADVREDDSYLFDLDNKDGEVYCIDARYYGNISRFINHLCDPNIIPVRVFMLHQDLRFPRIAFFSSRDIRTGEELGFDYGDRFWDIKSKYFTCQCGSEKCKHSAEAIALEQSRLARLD
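Readings reflect AlphaScreen signal from monomethyl-H3K9 antibody detection. HMT at 20 nM; substrate b-H3K9 500 nM; cofactor SAM 20 uM; 2 h RT reaction; compounds tested as titrations in qHTS with 15 min preincubation.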
Pin1 inh: qHTS Assay to Find Inhibitors of Pin1; Pin1 FP peptide displacement, HiFluor488, 10 min; Potency, µM (highest dose often 115 µM), inactives show top-dose activity, negative = inhibition, actives largely listed as inhibitors; actives 0.009% (n = 390,000); AID 504891, 2011; active = well fitted inhibition curve with a large enough effect in the polarisation, with a control signal flat, not every such curve was filed as active; inconclusive = small, poorly fitted or top-dose-only effect, or effect the other way, or a change in a side signal; inactive = no such curve, though single readings can be large or run the other way; the % refers to the polarisation; also: potency is read from the fitted curve at half-maximal effect; % is scaled to controls: 0 for no effect and ±100 for the full control effect
Target sequence (Q13526 whole entry, looked up): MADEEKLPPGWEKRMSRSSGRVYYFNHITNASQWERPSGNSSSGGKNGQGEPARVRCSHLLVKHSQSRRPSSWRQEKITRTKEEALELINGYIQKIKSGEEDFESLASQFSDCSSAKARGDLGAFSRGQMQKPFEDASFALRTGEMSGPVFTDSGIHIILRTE
* hit, by the source's call; i = inactive; ? = inconclusive; nt = no result given; [ ] = another dose, or the depositor's remark. Unless noted, calls follow the shape of the dose curve; as a rule, active = well fitted curve in the direction sought with a large enough effect; inconclusive = small, poorly fitted or top-dose-only effect, or another doubt; inactive = no such curve, though single readings can be large; an effect the other way counts as inactive or inconclusive. Not a hit list; about 11% have a hit in one of these screens.

SMILES	BAZ2B inh	GLS inh	PI4K2A block	PGK inhibitor	HP1b binding inh	JMJD2A Tudor inh	ERG Ets-DNA blk	G9a block	Pin1 inh
O=C(NCC1CCCO1)C1CCCN(S(=O)(=O)c2ccc(Br)cc2)C1 (centres undefined)	-4%	-8%	4	2%	34%	?	-2%	17%	-5%
COc1nc(Nc2ccc(C(C)=O)cc2)nc(OC)n1	-20%	-4%	0	-7%	13%	-19%	nt	-39%[12.7 µM]	0%
CCC(=O)Nc1ccc(N2CCN(C(=O)c3ccco3)CC2)c(Cl)c1	-12%	-4%	3	-3%	19%	-8%	8%	-20%	-4%
COc1ccc(NS(=O)(=O)c2ccc(-c3coc(C)n3)cc2)cc1OC	?	11%	7	-3%	20%	-31%	1%	nt	-3%
Cc1ccc(OCC(=O)Nc2nnc(-c3ccco3)s2)cc1	-27%	8%	5	-1%	24%	-23%	4%	-20%	12%
COc1cccc(NC(=O)N2C3CCCC2CC(NC(=O)C2CC2)C3)c1 (centres undefined)	-17%	-1%	-4	-7%	-2%	-5%	25%	1%	-16%
O=C1NCCN1c1ccccc1	nt	0%	1	i	24%	-8%	-9%	nt	3%
Cc1cccc(S(=O)(=O)c2cn(Cc3ccccc3)c3cc(N4CCOCC4)c(F)cc3c2=O)c1	0%	1%	-4	-8%	14%	-20%	-8%	-3%[59 µM]	10%
Cn1c(SCC(=O)NC2CCCC2)nnc1C(F)(F)F	-6%	3%	-1	4%	41%[activator]	-14%	12%	0%[12.7 µM]	6%
O=C(NCc1ccco1)c1ccc(=O)oc1	8%	-8%	3	-12%	25%	-6%	2%	15%	2%
CN(C)CC(=O)Nc1ccc2cn[nH]c2c1	2%	1%	1	-1%	31%	6%	10%	nt	-3%
Cc1cc2oc(=O)cc(CN3CCOCC3)c2cc1C	4%	0%	4	-4%	17%	-17%	-3%	-35%[59 µM]	-4%
COc1ccc2c(CC(=O)N3CCc4ccccc43)coc2c1	-3%	-1%	-13	-5%	3%	-7%	-6%	-28%[59 µM]	-1%
CN(C)CCCOC(=O)N1c2ccccc2C=Cc2ccccc21	-16%	2%	-9	i	18%	-11%	-3%	-14%	1%
CC(C)(C)NC(=O)c1ccc2nccnc2c1	-2%	0%	3	6%	-1%	-18%	1%	7%[12.7 µM]	-9%
COc1ccccc1C(=O)NCCC(=O)NCCC12CC3CC(CC(C3)C1)C2	-7%	4%	0	-12%	3%	-15%	-3%	nt	0%
COc1ccc(C2/C(=C(/O)c3ccccc3)C(=O)C(=O)N2c2ccccn2)c(OC)c1 (centres undefined)	-28%	nt	0	5%	33%	16%	3%	nt	-4%
O=C(CN1C(=O)COc2ccccc21)Nc1ccc(F)cc1	28µM*	25%	3	4%	57%[activator]	50µM*	1%	32µM*	-1%
COc1ccccc1Oc1ccc(N/C=C/C(=O)c2ccco2)cc1	?	2%	-12	-5%	34%	-13%	-1%	?	27%
CCOC(=O)c1sc2ncn(C(C)C(=O)OC)c(=O)c2c1C (centres undefined)	0%	7%	7	i	25%	-8%	0%	3%[12.7 µM]	4%
COc1ccc(Cl)cc1NC(=O)c1ncn(-c2ccccc2)n1	4%	-15%	0	-7%	29%	-20%	-4%	1%[59 µM]	3%
O=S(=O)(CCN1CCCC1)NCCNS(=O)(=O)c1ccc(F)cc1Br	nt	9%	-3	-7%	30%	-16%	-8%	nt	0%
COCC1CCCN(Cc2nc(Cc3ccccc3)no2)C1 (centres undefined)	-7%	4%	1	i	7%	0%	3%	nt	0%
O=C(c1ccccc1S(=O)(=O)NCc1ccccc1)N1CCCCC1	-3%	8%	-7	3%	42%[activator]	-11%	1%	11%	-1%
C=CCOC(=O)C(=O)/C=C/c1c(C)n(C)n(-c2ccccc2)c1=O	-4%	-5%	-4	i	43%[activator]	4%	4%	-8%[59 µM]	-1%
Further structures:
SMILES	BAZ2B inh	GLS inh	PI4K2A block	PGK inhibitor	HP1b binding inh	JMJD2A Tudor inh	ERG Ets-DNA blk	G9a block	Pin1 inh
COc1ccc([N+](=O)[O-])cc1C(=O)C(=O)c1ccccc1	-6%	6%	-7	-4%	18%	-29%	7%	nt	-3%
COc1cccc(OCc2cc(/C=N/NC(=O)c3nc(Cl)c(Cl)c(N)c3Cl)ccc2OC)c1	11%	5%	-6	i	21%	-14%	0%	17%[12.7 µM]	47%[activator]
COc1ccccc1N(CC(=O)Nc1ccc(C)c(Cl)c1)S(=O)(=O)c1ccc(C)cc1	2%	2%	-1	1%	18%	1%	1%	-13%[59 µM]	14%
COc1cc2c(cc1NC(=O)COC(=O)[C@@H](NC(=O)c1ccccc1F)C(C)C)oc1ccccc12	-8%	-1%	4	i	25%	-9%	-4%	12%[59 µM]	3%
Cc1ccc(C)c(NC(=O)COc2cccc3c2CCN(Cc2ccccc2)C3=O)c1	-7%	0%	-2	-12%	50%[activator]	5%	6%	0%	9%
O=[N+]([O-])c1cccc(-c2ccc3nnc(SCc4ccccn4)n3n2)c1	-12%	-2%	-3	-10%	-9%	-2%[11.4 µM]	-6%	10%	1%
O=C1NC(=O)C2C1C(c1ccc([N+](=O)[O-])cc1)=NN2Cc1ccccc1 (centres undefined)	?	-4%	0	1%	19%	-31%	-1%	50µM*	54%[activator]
O=C(CSc1cccc2cccnc12)OCC(=O)c1ccccc1	1%[57.1 µM]	3%	-1	-1%	-6%	35µM*	0%	16%	?
Cc1ccc([N+](=O)[O-])cc1NC(=O)CN1CCC(C)CC1	1%	2%	1	i	8%	-16%	2%	?	-5%
CCc1nnc(NS(=O)(=O)c2ccc(NC(=O)c3ccccc3)cc2)s1	-24%	6%	-5	i	22%	-5%	-2%	?	6%
CCC(C(=O)Nc1cc(C(F)(F)F)ccc1Cl)n1nc(C)c2sc3ccccc3c2c1=O (centres undefined)	2%	8%	-2	-4%	43%[activator]	-1%	1%	-36%[59 µM]	-2%
O=C(NCc1ccc2c(c1)OCO2)NC1CCCCC1	10%	-6%	3	-1%	51%[activator]	-6%	?	5%	3%
O=C(Nc1cccc(C(=O)N2CCCCC2)c1)C1CCCC1	nt	-5%	0	-1%	43%[activator]	-11%	5%	nt	6%
Cn1c(SCC(N)=O)nc2c([nH]c3ccccc32)c1=O	1%	-6%	-7	-9%	17%[57 µM]	-14%	2%	-1%[59 µM]	-2%
Fc1ccc(NC(=S)N2CCCN(c3ccc(C(F)(F)F)cn3)CC2)c(F)c1	-14%	-6%	2	-10%	39%[activator]	7%	-14%	?	3%
CCOC(=O)c1c(C)[nH]c(C)c1C(=O)COC(=O)c1cccc(C)c1O	?	2%	-3	-4%	-21%	?	nt	?	0%
CCN(C(=O)Cn1c(SCc2ccccc2F)nc2cccnc21)c1ccccc1	-6%	-4%	-3	10%	25%	-21%	-1%	-55%[59 µM]	?
Cc1ccc(N2CC(C(=O)NCc3cccnc3)CC2=O)cc1 (centres undefined)	9%	1%	3	-10%	26%	1%	nt	-2%[12.7 µM]	-7%
CC(C)(C)c1ccc(-n2ncc3c2CCCC3NC(=O)CCCn2cncn2)cc1 (centres undefined)	2%	5%	-20	i	29%	-23%	11%	26%[12.7 µM]	-10%
CC(=O)c1cccc(NC(=O)COC(=O)CCNS(=O)(=O)c2ccccc2)c1	nt	-10%	7	i	39%	-1%	-12%	nt	?
O=C(NCCOC(=O)c1ccccc1C(=O)OCCNC(=O)c1cccnc1)c1cccnc1	2%	0%	0	0%	20%	-12%	-10%	-6%	-7%
O=C(Nc1ccc2ccccc2c1)c1cccc(F)c1	-2%	3%	-2	nt	68%[activator]	-10%	1%	?	0%
COCCn1c(C)cc(C(=O)CSc2nc3ccccc3s2)c1C	?	-2%	-3	2%	10%	-10%	0%	?	5%
CCOC(=O)c1cc(S(=O)(=O)N2CCN(c3ccccc3F)CC2)[nH]n1	?	0%	-4	-3%	11%[57 µM]	-30%	3%	16µM*	-6%
COc1ccc(CNC(=S)Nc2ccccc2F)cc1	9%	6%	-3	-3%	36%	-11%	-3%	nt	3%
CCOc1ccc(S(=O)(=O)N(C)CC(=O)N2CCN(CC)CC2)cc1	0%	-5%	0	i	10%	-8%	0%	10%[59 µM]	-10%
CCOC(=O)NN1C(=O)c2ccccc2NC1c1ccccc1 (centres undefined)	0%	2%	0	7%	29%	-8%	-11%	-2%	-10%

Some entries already given, limited to JMJD2A Tudor inh.
structure	JMJD2A Tudor inh
COc1cccc(OCc2cc(/C=N/NC(=O)c3nc(Cl)c(Cl)c(N)c3Cl)ccc2OC)c1	-14%
COc1ccccc1N(CC(=O)Nc1ccc(C)c(Cl)c1)S(=O)(=O)c1ccc(C)cc1	1%
